Screening results deposited in PubChem BioAssay by several laboratories.
SMARCA2 activ = SMARCA2 function activation, primary screen; MG213 cells, MMTV-luciferase reporter, dexamethasone, overnight; activation, % at 9.1 µM; 370,000 tested, 1% active; in the data active means activation above about 7.8%;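 further: 0% = vehicle wells and 100% = reference activator wells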
GC-A act = GC-A (human) enzyme activation; P16066; HEK293 GC-A cells, cGMP TR-FRET, EC30 ANP; 0% at EC30 ANP, 100% saturating ANP; activation, % at 10 µM; 370,000 tested, 0.14% active; in the data active means activation above about 40%
HTRA1 inh = HTRA1 (human) protease inhibition | recombinant HTRA1, FP-rhodamine activity-based probe, fluorescence polarization | inhibition, % at 5.96 µM | 340,000 tested, 0.5% active | Q92743; in the data active means inhibition above about 36%;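 further: 0% = enzyme with DMSO and 100% = wells lacking enzyme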
mABHD4 FP = ABHD4 (mouse) inhibition, primary FP screen. purified mABHD4, FP-Rh probe fluorescence polarization. inhibition, % at 8.92 µM. 370,000 tested, 0.54% active;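 active means inhibition exceeding the mean over every tested compound plus 3 SD, cut at about 30% in these data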;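 further: 0% = plate median of compound wells and 100% = S159A mutant with DMSO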
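Material: mouse ABHD4 enzyme, wild type; Benchmarks: S159A mutant high control, sample median low control; Buffer or medium: HEPES pH 7.0, NaCl, Pluronic buffer; Signal: fluorescence polarization; Read-out: percent inhibition of probe binding, normalized to plate controls; Timing: pre-incubation 45 min, probe exposure 60 min, at 25 °C; Dosing: 8.92 µM, single dose.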
ASAP1 inh = inhibitors of human ASAP1 ArfGAP activity. ASAP1-stimulated ARF1 GTP hydrolysis, GDP FP detection. inhibition, % at 16.5 µM. Q9ULH1. 360,000 tested, 0.19% active; in the data active means inhibition above about 25%;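 further: 0% = vehicle with enzyme and substrate and 100% = no enzyme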
ARFGAP1 inhibitor = inhibits rat ARF GTPase activating protein 1 | Arfgap1-stimulated ARF1 GTP hydrolysis, GDP FP detection | inhibition, % at 16.5 µM | 360,000 tested, 0.26% active | AID 651572;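 active means inhibition above a per-plate limit, mean inhibition of low control wells plus 3 SD, cut at about 25% in these data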;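 further: 0% = DMSO wells with enzyme and 100% = wells lacking Arfgap1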
Target sequence (Q62848 1-136 limits assumed): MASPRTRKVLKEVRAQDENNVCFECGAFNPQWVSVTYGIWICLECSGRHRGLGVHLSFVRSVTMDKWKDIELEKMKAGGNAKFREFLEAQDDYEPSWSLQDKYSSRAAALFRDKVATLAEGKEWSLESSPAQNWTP
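Material – truncated rat Arfgap1 GAP domain · Buffer or medium – HEPES-based buffer, pH 7.5 · Reagent – human ARF1(Δ1-17)-GTP substrate · Dosing – 16.5 µM single point, 1.26% DMSO · Schedule – GTP hydrolysis reaction 2 h at 25 °C · Technique – GDP detection by fluorescence polarization · Benchmarks – No-Arfgap1 wells (100%) versus DMSO full-reaction wells (0%) · Repeats – single replicate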
Rev-erbA mod = Rev-erb alpha (human) modulation; Rev-erbα–FITC-DNA binding, fluorescence polarization, 90 min; activity, % at 10 µM; 370,000 tested, 0.79% active; AID 1259318;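 active means activity above about 14%, limit read from the data; passing the limit was not always enough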;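 further: 0% = DMSO wells with 35 nM protein and 100% = DMSO wells with 750 nM protein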
Target sequence (P20393 whole entry, looked up): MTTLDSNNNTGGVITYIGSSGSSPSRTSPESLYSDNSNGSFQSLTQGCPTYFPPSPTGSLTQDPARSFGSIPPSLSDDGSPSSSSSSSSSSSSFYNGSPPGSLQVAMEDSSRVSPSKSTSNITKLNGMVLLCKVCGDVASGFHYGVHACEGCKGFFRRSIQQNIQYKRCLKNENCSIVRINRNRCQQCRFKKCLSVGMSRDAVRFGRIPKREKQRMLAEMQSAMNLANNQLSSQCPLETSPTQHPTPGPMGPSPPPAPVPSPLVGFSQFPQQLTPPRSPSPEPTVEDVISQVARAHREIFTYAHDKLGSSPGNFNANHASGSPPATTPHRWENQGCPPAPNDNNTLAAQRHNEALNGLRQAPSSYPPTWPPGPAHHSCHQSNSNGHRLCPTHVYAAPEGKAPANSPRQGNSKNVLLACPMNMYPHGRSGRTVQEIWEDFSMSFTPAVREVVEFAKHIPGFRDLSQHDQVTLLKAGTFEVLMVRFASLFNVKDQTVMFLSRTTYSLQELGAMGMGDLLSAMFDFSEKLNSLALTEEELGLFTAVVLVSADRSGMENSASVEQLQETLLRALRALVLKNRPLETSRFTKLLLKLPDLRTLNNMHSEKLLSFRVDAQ
rCAG RNA binder = molecules binding r(CAG) RNA repeats; r(CAG) RNA repeat, TO-PRO-1 dye displacement fluorescence; 370,000 tested, 1.3% active; inhibition, % at 3 µM;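 active means inhibition above the plate cutoff, the mean of all test compounds on that plate plus 3 SD, cut at about 35% in these data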;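 further: 0% = DMSO alone and 100% = 100 µM mitoxantrone as full dye displacement; higher means more dye released from RNA so lower well fluorescence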
NPR2 activator = GC-B (human) receptor activation | HEK293-GC-B cells, CNP EC30, cGMP TR-FRET; 0% at EC30 CNP, 100% saturating CNP | activation, % at 10 µM | 370,000 tested, 0.11% active | AID 1920062;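 active means activation at 10 µM reaching about 35% in either raw or pattern-adjusted values, limit read from the data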
PG9 Ab binder = small molecules binding HIV-1 gp120 antibody PG9; TR-FRET gp120-PG9 antibody binding; inhibition, % at 6.7 µM; 360,000 tested, 0.43% active; in the data active means inhibition above about 8.5%
An asterisk follows results filed as active; nt = not tested or not shown.

canonical_smiles	HTRA1 inh	GC-A act	Rev-erbA mod	mABHD4 FP	NPR2 activator	PG9 Ab binder	rCAG RNA binder	SMARCA2 activ	ARFGAP1 inhibitor	ASAP1 inh
COc1ccc2c(CC(=O)N3CCN(S(=O)(=O)c4cccs4)CC3)coc2c1	-3	2	-1	-11	-8	-1.8	5	-4	-4	13
Cc1n[nH]c(C)c1CCN(C)Cc1cn(C)nc1-c1ccccc1F	-1	0	-8	-8	2	0.1	-4	-1	1	-2
Cc1ccc(Cl)cc1N1CCN(C(=O)CN(c2ccccc2)S(=O)(=O)N(C)C)CC1	-12	-5	0	-1	4	-1.2	-1	2	11	-11
CC1(C)Oc2ccc(NC(=O)c3ccco3)cc2O1	0	6	2	0	2	0.6	0	1	0	4
CCOc1ccc(Oc2ccc(S(=O)(=O)N3CCOCC3)cc2N)cc1	4	4	4	-7	0	-2.4	1	-6	-4	-11
O=C(Nc1ccccc1)C1CCCN1C(=O)Nc1ccccc1[N+](=O)[O-] (stereo unspecified)	10	2	-4	-1	0	-0.2	2	1	-13	-1
Cc1cc(OCCn2cc(/C(N)=N/O)c3ccccc32)ccc1Cl	5	-2	-3	10	-7	0.2	5	-4	1	-4
N#C/C(=C\c1c[nH]c2ccccc12)C(=O)NC1CCCC1	-16	-4	1	-5	-4	0.4	5	5	-2	4
CC(Oc1cccnc1[N+](=O)[O-])C(=O)Nc1cccc(Cl)c1 (stereo unspecified)	1	4	6	-1	-5	1.7	0	1	2	-28
COc1ccc2o/c(=N\O)c(C(=O)Nc3ccc(C)cc3)cc2c1	0	7	-4	5	11	-0.6	4	-2	1	8
CCOC(=O)Cc1nn(Cc2nc(-c3ccc(C)cc3)cs2)c(=O)c2ccccc12	-5	1	3	-2	-3	0.2	-2	-4	15	7
COc1ccc(Cl)cc1NC(=O)NC(C)C(C)(C)C (stereo unspecified)	-8	-2	3	-11	-1	-0.9	1	0	-3	-2
Cc1ccc(SC[C@H](CC(C)C)N2CCN(CCc3ccccc3)CCC2=O)cc1	-47	-2	5	-13	0	1.5	-4	2	-2	3
COC(=O)[C@]12C[C@H](CC(=O)NCCCCc3ccccc3)C(=O)N(CCC3=CCCCC3)C1=C[C@H](C(C)(C)C)O[C@@H]2C	nt	1	3	2	-6	-0.2	1	-6	-1	5
Cc1ccccc1CN1[C@@H](CC2CCCCC2)COCCS1(=O)=O	-29	-5	5	-12	-11	-1.1	-5	0	8	-1
Cc1ccc(-n2[nH]c(=O)c3cccnc32)cc1	-3	1	0	-5	-6	-3.3	3	2	-5	0
c1cc[n+](CCCC[n+]2ccccc2)cc1	1	-1	1	-4	5	-3.0	2	2	-3	5
O=C(Nc1cc(C(F)(F)F)ccc1N1CCCCC1)c1ccc(Br)o1	-2	0	-2	6	6	0.5	-5	-4	5	-15
COCCCn1c(=O)c2ccccc2n(Cc2ccc(C)cc2)c1=O	5	18	-3	4	19	-0.1	-7	1	4	-1
CCc1nnc(NC(=O)C2CCCN(c3nc4ccccc4s3)C2)s1 (stereo unspecified)	-20	-2	-1	3	2	-0.5	-4	-3	10	4

canonical_smiles	HTRA1 inh	GC-A act	Rev-erbA mod	mABHD4 FP	NPR2 activator	PG9 Ab binder	rCAG RNA binder	SMARCA2 activ	ARFGAP1 inhibitor	ASAP1 inh
O=C(Cn1c(=O)n(Cc2ccco2)c(=O)c2c3c(sc21)CCCC3)Nc1ccccc1	-60	0	3	-36	4	2.1	14	0	3	11
Cc1ccc2c(c1)nnn2C1CCN(CC(=O)N2c3ccccc3CC2C)CC1 (stereo unspecified)	-4	2	4	-2	0	-1.3	-9	-1	7	6
CCOc1ncccc1C(=O)Nc1ccc2nc(C)sc2c1	-6	1	-3	-6	-4	-1.3	2	2	7	20
CCn1cc(C(=O)NCc2ccc(C)cc2)c(=O)c2cc(S(=O)(=O)N(C)C)ccc21	-1	3	-1	2	1	0.2	1	-3	6	-9
CCOC(=O)C(C(C)=O)c1nc(C)nc2c1nnn2Cc1ccccc1Cl (stereo unspecified)	4	1	0	-4	-1	-0.5	0	0	-7	11
CCC(=O)Nc1cc(NC(=O)CSc2ncc(-c3ccc(F)cc3)n2Cc2ccco2)ccc1C	-19	-2	-6	-7	-7	0.6	8	3	-4	-1
CC(C)(C)NC(=O)C[C@H]1C[C@H](C(=O)N2CCCCC2)[C@@]2(CCc3ccccc3)c3[nH]c4ccc(Cl)cc4c3CCN2C1=O	2	-4	5	-10	-2	-2.3	5	-3	-11	-1
O=C1C(O)CC2c3ccccc3CC3(CCCC3)N12 (stereo unspecified)	-6	-6	2	10	-3	-1.5	6	-2	-4	-4
C=CCN1C(=O)/C(=C\c2ccc(C)cc2)N=C1SCC(=O)NCCC	4	-5	-3	2	-4	1.0	3	-7	-8	1
Cc1cc(Nc2ccc([N+](=O)[O-])cc2)c2ccccc2n1	-11	2	-4	3	-3	-0.3	-1	7	7	6
COc1ccccc1CCNC(=O)c1c(C)nn(CC(C)C)c1Cl	7	0	4	1	-2	0.2	-11	2	9	11
Nc1ccc(S(=O)(=O)Nc2cnc3c(Cl)cccc3n2)cc1	5	1	-5	3	2	0.3	1	9.1*	-1	0
COC(=O)c1sccc1NC(=O)CSc1ccccc1NC(=O)CNC(C)C	-5	-7	0	7	-11	-0.2	-2	0	2	-10
COc1ccc(Cn2cc(C(=O)c3ccccc3)c(=O)c3cc(OC)ccc32)cc1	-6	8	-4	10	15	-0.4	-1	8.9*	-7	1
C=CCC[C@@H](Cc1ccc(F)cc1)C(=O)OC[C@@H](Cc1ccccc1)NC(=O)[C@@H](CC=C)CC(=O)N[C@@H](CO)Cc1ccccc1	-3	0	3	2	0	-0.7	2	1	3	2
CCn1c(SCc2ccc(C(=O)OC)o2)nnc1-c1c[nH]c2ccccc12	-2	1	-1	1	2	-1.6	3	-2	6	8
CCCCC(=O)N(C)c1c(CC)nc2c(OCc3cc(Cl)cc(Cl)c3)cccn12	nt	-9	12	5	-11	-1.3	0	-5	8	2
CC(=O)c1ccc(OC2OCCOC2Oc2ccc(C(C)=O)cc2)cc1 (stereo unspecified)	-5	-4	3	-2	4	1.5	-6	-2	-1	-5
O=C(NN1C(=O)c2ccc(-c3ccc4c(c3)C(=O)N(NC(=O)c3cccnc3)C4=O)cc2C1=O)c1cccnc1	0	-2	-5	6	1	-0.9	4	0	-2	5
CCOC(=O)c1sc2nc(N3CCOCC3)c3c(c2c1N)CCCC3	3	6	4	-5	6	1.1	2	1	2	18

canonical_smiles	HTRA1 inh	GC-A act	Rev-erbA mod	mABHD4 FP	NPR2 activator	PG9 Ab binder	rCAG RNA binder	SMARCA2 activ	ARFGAP1 inhibitor	ASAP1 inh
Cc1[nH]c2ccccc2c1CCN(Cc1cccnc1)C(=S)Nc1ccc(F)cc1	-1	-7	-3	-9	-7	1.3	4	1	14	14
CCCCNC(=O)C1CCCN1C(=O)NC1CCCCC1 (stereo unspecified)	-1	-3	-4	-8	2	-1.9	3	-3	-13	6
COCCCN1C(=O)C(=O)/C(=C(/O)c2ccc(OC)cc2)C12C(=O)N(C)c1ccccc12 (stereo unspecified)	3	2	2	0	5	1.7	3	-1	2	0
O=C(CNC(=S)NC(=O)c1ccccc1)c1ccccc1	-12	4	2	-1	-1	-2.0	0	2	0	-1
CC1CC(C)CN(C(=O)CCNS(=O)(=O)c2cccs2)C1 (stereo unspecified)	5	4	3	6	6	0.8	-4	0	2	1
CCC(=O)N1CCc2cc(S(=O)(=O)N3CCCCCC3)ccc21	-1	3	-6	-2	2	-2.1	-3	5	-3	1
C#CCOCCOCCOCCNc1nc(N2CCN(C(=O)[C@H](CCCCN)n3cc([C@@H](N)[C@H](C)CC)nn3)CC2)nc(N2CCN(C(=O)[C@H](CCC(=O)O)n3cc([C@@H](N)CCSC)nn3)CC2)n1	1	2	2	1	0	-0.5	1	2	-2	-24
COc1ccc(N2CCN(C(=O)c3cccc(S(=O)(=O)N4CCCc5ccccc54)c3)CC2)cc1	0	0	-1	4	1	0.4	3	0	7	4
COc1ccc(-c2cc(C)no2)cc1S(=O)(=O)Nc1ccccc1	-14	0	1	-2	-6	-1.4	4	-3	-8	12
COC(CNC(=O)CC1C(=O)N(Cc2ccccc2)C(C)c2nc3ccccc3n21)OC (stereo unspecified)	6	-2	-3	-1	-4	-1.9	-7	-3	9	8
COc1ccc(OCCCC(=O)NNC(=O)CCN2CCN(c3ccccc3)CC2)cc1	3	2	-8	1	0	-0.6	-9	-2	4	-7
CC1CC(=O)N(CC(=O)Nc2ccc(F)cc2)c2ccccc2S1(=O)=O (stereo unspecified)	-4	-4	4	-10	1	0.9	1	0	7	2

An excerpt from above, showing only ARFGAP1 inhibitor:
SMILES,ARFGAP1 inhibitor
COc1ccc2o/c(=N\O)c(C(=O)Nc3ccc(C)cc3)cc2c1,1
C#CCOCCOCCOCCNc1nc(N2CCN(C(=O)[C@H](CCCCN)n3cc([C@@H](N)[C@H](C)CC)nn3)CC2)nc(N2CCN(C(=O)[C@H](CCC(=O)O)n3cc([C@@H](N)CCSC)nn3)CC2)n1,-2
O=C(Nc1cc(C(F)(F)F)ccc1N1CCCCC1)c1ccc(Br)o1,5
Cc1n[nH]c(C)c1CCN(C)Cc1cn(C)nc1-c1ccccc1F,1
O=C(CNC(=S)NC(=O)c1ccccc1)c1ccccc1,0

Complete entries, quoted from the list. Order of values: HTRA1 inh	GC-A act	Rev-erbA mod	mABHD4 FP	NPR2 activator	PG9 Ab binder	rCAG RNA binder	SMARCA2 activ	ARFGAP1 inhibitor	ASAP1 inh
Cc1[nH]c2ccccc2c1CCN(Cc1cccnc1)C(=S)Nc1ccc(F)cc1 as listed: -1	-7	-3	-9	-7	1.3	4	1	14	14
COc1ccc(N2CCN(C(=O)c3cccc(S(=O)(=O)N4CCCc5ccccc54)c3)CC2)cc1 as listed: 0	0	-1	4	1	0.4	3	0	7	4
COc1ccc(OCCCC(=O)NNC(=O)CCN2CCN(c3ccccc3)CC2)cc1 as listed: 3	2	-8	1	0	-0.6	-9	-2	4	-7
